Bioassay records as filed in PubChem.
TAG inh: inhibitors of triacylglycerol accumulation. H9c2 cells, Nile Red lipid (TAG) fluorescence; cells loaded with 200 µM oleic acid. inhibition, % at 12.5 µM. hit rate 0.66% among 230,000. AID 651582;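 active = pattern-corrected inhibition of lipid staining of at least 50% with the nuclear-stain viability signal not falling by more than 50%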;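 note: 0% = DMSO wells and 100% = triacsin C control wells; some results filed as inactive read as strong as hits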
TAG inh DAPI viability: second read-out of TAG inh, no call of its own (marks repeat the call); DAPI nuclei signal change (viability), lower = more cytotoxic, %;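 whole-well DAPI fluorescence read on a plate reader as a viability signal; minus 50 percent equals half of cells still viable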
An asterisk follows results filed as active.

SMILES | TAG inh | TAG inh DAPI viability
Cc1ccc(Cn2c(N3CCN(CCO)CC3)nc3c2c(=O)n(C)c(=O)n3C)cc1 | 2 | -9
Cc1ccc2[nH]c3c(=O)n(CCN4CCNCC4)cnc3c2c1 | 0 | 13
N#CCc1cccnc1Sc1ccc(Cl)cc1 | -16 | 3
Cc1cc2occ(CC(=O)N(C)CC(=O)Nc3c(C)cccc3C)c2cc1C | 24 | -1
NC(=S)N(c1ccccc1)c1ccccc1 | -9 | -2
Cc1nc(C(=O)NNC(=O)c2ccc(Cl)cc2)cs1 | -14 | -6
CCCCN1C(=O)C(CC(=O)NCc2ccco2)CC(C(=O)N(C)C)=C1C (stereo not drawn) | -2 | -7
O=C(CCCO)CCCCCCCCC[C@H]1N[C@H](CO)[C@@H](O)[C@@H]1O | 1 | -5
CC(=O)Nc1cc(-c2cccc(N)c2)cn2c(-c3ccc(C(C)=O)cc3)cnc12 | 7 | 3
CC1CC(CCN)(c2ccccc2)C(C)CN1C (stereo not drawn) | 6 | -6
O=C(O)c1cccc(NC(=O)c2ccc(Cl)c(S(=O)(=O)N3CCCCCC3)c2)c1 | -15 | 21
CCCNC(=O)C1(C)CCN(C(=O)/C=C/c2ccccc2)C1 (stereo not drawn) | 4 | -4
CCOc1ccccc1NS(=O)(=O)c1ccc(OC)c(OC)c1 | -23 | 6
Cc1ccc(C)n1CCN1CCN(C(=O)c2ccc(Cl)cc2)CC1 | -2 | 0
CN(C)S(=O)(=O)c1cccc(NC(=O)CN2C(=O)NC(CCc3ccccc3)C2=O)c1 (stereo not drawn) | -5 | -6
Cc1ccc2ncccc2c1N | -4 | 1
Cc1ccc(-n2c(-c3ccncc3)n[nH]c2=S)cc1C | -10 | 13
Cc1ccc(C)n1-c1ccc(C(=O)NCc2ccncc2)cc1 | 7 | 4
CC(C)Oc1cccc(C(=O)C2CCCN(S(=O)(=O)C(C)C)C2)c1 (stereo not drawn) | -8 | -9
COc1cccc2cc(C(=O)C3=C(O)C(=O)N(Cc4ccco4)C3c3cccnc3)oc12 (stereo not drawn) | -5 | 4
O=C(COC(=O)c1cccnc1Cl)Nc1ccc2c(c1)OCO2 | 0 | -3
CCOC(=O)NCCc1c(C)nc2c(c(C)nn2C(C)(C)C)c1C | -17 | -3
CCOC(=O)Cc1nnc(NC(=O)COc2ccc(F)cc2)s1 | 12 | -10
CCCNC(=O)C1(C)CCCN(Cc2ccccc2C#N)C1 (stereo not drawn) | 6 | 51
FC(F)(F)c1ccccc1NC(=S)N1CCCCCC1 | -4 | 9

The list continues.
SMILES | TAG inh | TAG inh DAPI viability
CCOCCCNC(=O)C1CCC(=O)N1CCc1ccccc1 (stereo not drawn) | -7 | 1
c1ccc2c(c1)-c1nc3ccccc3cc1C2N1CCOCC1 (stereo not drawn) | -11 | 3
CCC1CCCCN1C(=O)COc1cccc2c1CCN(C)C2=O (stereo not drawn) | -9 | -1
O=C(c1cc2c(=O)n3ccccc3nc2s1)N1CCN(Cc2ccc3c(c2)OCO3)CC1 | 4 | 26
Cc1ccc(S(=O)(=O)NCC(=O)OCC(=O)Nc2cccc(S(=O)(=O)NC3=NCCCCC3)c2)cc1C | -2 | -2
COc1cc(NC(=O)c2cccc(C)c2)c(Cl)cc1[N+](=O)[O-] | 5 | -3
Cc1ccc(-c2csc(N(CCCN(C)C)C(=O)c3ccco3)n2)cc1 | 17 | 19
O=C(COC(=O)c1ccc(F)cc1)Nc1ccccc1N1CCOCC1 | -12 | 17
COc1cc(Cl)c(C)cc1NC(=O)CSC1=NCCS1 | -6 | 2
CCN1C(=NCC(C)C)N[C@@H](c2cccc(C(F)(F)F)c2)C(C(=O)OC)=C1C | 43 | -16
O=C(O)CCCN1C(=O)/C(=C/c2ccc(-c3nc4ccccc4s3)o2)SC1=S | 18 | -7
CN(CC1CCOCC1)C(=O)CC1C(=O)NCCN1CC(c1ccccc1)c1ccccc1 (stereo not drawn) | 13 | -2
O=C(Nc1nccs1)c1nc(-c2ccccc2)n(-c2ccccc2)n1 | 3 | 10
O=C(ONC(=O)C1C2C=CC(C2)C1C(=O)NOC(=O)c1ccccc1)c1ccccc1 (stereo not drawn) | -21 | 11
CCN(CC(=O)Nc1cc(Cl)ccc1C)C(=O)C1COc2ccccc2O1 (stereo not drawn) | 9 | 3
COc1cccc(NC(=O)CN(C2=NC3CS(=O)(=O)CC3S2)c2cccc(C)c2)c1 (stereo not drawn) | 10 | -5
CCC(=O)N1CCC(C)(C(=O)NCc2ccc(F)cc2)C1 (stereo not drawn) | 1 | -2
NC(=O)[C@@H]1CCCN1Cc1nc(Cc2cccc(C(F)(F)F)c2)no1 | -1 | -9
O=C(CCNC(=O)c1ccccc1Cl)Nc1nc2ccccc2[nH]1 | -1 | -2
Cc1ccc2cc(CCNC(=O)c3ccco3)c(=O)[nH]c2c1C | 2 | -9
O=C(Nc1nnc(-c2ccccc2)o1)Nc1ccc(F)cc1F | -1 | 1
N/C(=N\NC(=O)c1ccc(Cl)cc1)c1cnccn1 | -2 | 4
CCOCCCNC(=O)c1cn(C)c(=O)c2cc(OC)c(OC)cc12 | 5 | -7
Cc1ccc(S(=O)(=O)N2CCCN(C(=O)CNC(=O)c3ccccc3)CC2)cc1 | 16 | -10
CCCc1[nH]n(-c2ccc([N+](=O)[O-])cc2)c(=O)c1C=NCCCn1ccnc1 | -1 | -3

More results follow.
SMILES | TAG inh | TAG inh DAPI viability
Cc1cc(C)cc(NC(=O)COC(=O)c2cc(C)oc2C)c1 | -12 | 3
CCN(Cc1ccccc1)CC(O)COc1ccccc1 (stereo not drawn) | -11 | -10
CCc1nc(SCC(=O)N2CCCC2)c2c(=O)n(C)c(=O)n(C)c2n1 | 8 | -6
O=C(Nc1cccnc1)c1ccc(Cl)c(S(=O)(=O)N2CCCCC2)c1 | 8 | 2
CCn1cc(C(=O)NCc2ccco2)c(=O)c2cc(S(=O)(=O)N3CCCC3)ccc21 | 14 | -6
CC1CCCC(C)N1C(=O)COC(=O)c1cc(S(=O)(=O)N2CCOCC2)ccc1Cl (stereo not drawn) | -5 | -4
CCCCNC(=O)C1(C)CCCCN1Cc1ccccc1-c1ccccc1 (stereo not drawn) | -3 | 36
O=C(O)c1ccc(NC2=C(n3nnc4ccccc43)C(=O)c3ccccc3C2=O)cc1 | -6 | 9
COc1ccc(N(CC(=O)N2CCN(c3ccccc3F)CC2)S(=O)(=O)c2ccc(C)cc2)cc1 | -22 | 7
Cc1cccc(C)c1NC(=O)C1=C(O)c2ccccc2N(C)S1(=O)=O | 4 | -5
O=c1c2ccccc2oc2cc(C#CC3(O)CCCCC3)ccc12 | -15 | -1
COc1cccc(/C=N/NC(=O)C(C)Sc2ccccc2)c1 (stereo not drawn) | -4 | -3
O=c1c2cccnc2n(-c2ccccc2)n1Cc1ccc(Cl)cc1 | -12 | 65
CN(C)C(=S)c1ccc2ccccc2n1 | -7 | -12
Cc1ccc(C(=O)NCC(=O)OCCOc2ccccc2Cl)cc1 | 7 | -4
Cc1cc(Br)ccc1NC(=O)CN(C)C(=O)C1=COCCO1 | -2 | 3
CCOc1ccc(Br)cc1S(=O)(=O)NCCN(C)C | 19 | -15
O=C(OCC(=O)N1N=C(c2ccc(Cl)cc2)CC1c1ccco1)c1cncc(Br)c1 (stereo not drawn) | 5 | 6
Cc1ccc(S(=O)(=O)NCc2ccccc2)cc1C(=O)NCCc1ccc(S(N)(=O)=O)cc1 | -8 | 2
Cc1cc(NC(=O)CCCn2cnc([N+](=O)[O-])n2)no1 | 2 | 2
COc1ccc(Cl)cc1NC(=O)C/C(C)=N/NC(=O)CC#N | 10 | -5
Cc1ccc(S(=O)(=O)N(CC(=O)N2CCCCC2)c2cccc(C)c2)cc1 | -3 | 7
COc1ccccc1NC(=O)CSc1nnc(-c2ccccn2)n1Cc1ccco1 | -7 | -6
COc1ccc(-c2csc(NC(=O)CS(=O)(=O)c3ccc(F)cc3)n2)cc1OC | 0 | 10
CCCCCCN(C(=O)CCl)c1ccccc1 | 25 | 0

The list continues.
SMILES | TAG inh | TAG inh DAPI viability
O=c1c2ccccc2nnn1-c1ccccc1[N+](=O)[O-] | -5 | 1
C[C@@H]1CN([C@@H](C)CO)S(=O)(=O)c2ccc(/C=C/c3ccccc3)cc2O[C@@H]1CN(C)Cc1ccc(C(=O)O)cc1 | 2 | -4
COc1cc(NC(=S)N2CCOCC2)c(OC)cc1Cl | -5 | 3
CSc1ccc(C2NC(=O)c3ccccc3N2)cc1 (stereo not drawn) | 1 | 10
Cc1sc2ncnc(N3CCC(C(=O)Oc4cccc(Cl)c4Cl)CC3)c2c1C | -24 | 0
Cc1ccc(S(=O)(=O)N2CCOCC2)cc1NC(=O)COc1ccccc1Cc1ccccc1 | -14 | -6
O=S1(=O)N=C2CCCCCN2C(c2ccc(Cl)cc2)N1 (stereo not drawn) | 5 | 1
CC(C(=O)Nc1ccccn1)N1C(=O)C2C3C=CC(C3)C2C1=O (stereo not drawn) | 7 | 6
O=C(CSc1ccccc1)Nc1nnc(C2CC2)s1 | -8 | 2
CC1CC1C(=O)OCC(=O)NCc1ccccc1Cl (stereo not drawn) | -9 | -9
COc1ccc([C@H]2CC(=O)C=C(c3ccc(Cl)cc3C)C2)cc1 | -14 | 6
CCCCCn1c(CNC(=O)COC)nc2ccccc21 | 28 | -9
COc1ccccc1N(C)S(=O)(=O)c1ccc(C(=O)Nc2cccc(S(=O)(=O)N3CCOCC3)c2)cc1 | -5 | 2
O=C1c2ccccc2C(=O)N1CCC(c1ccc(F)cc1)c1ccco1 (stereo not drawn) | 8 | -7
N#Cc1ccc(OCC(=O)Nc2ccc(N3CCCC3)cc2)cc1 | -24 | 6
COc1ccc(-c2nnc3ccc(SCc4ccccc4)nn23)cc1 | 1 | -1
Cc1nc(-c2ccc(Cl)cc2)sc1C(=O)NNC(=O)C(C)C | -10 | 5
CCCCn1c(N)c(N(CC(C)C)C(=O)c2ccc(Br)s2)c(=O)[nH]c1=O | -4 | 4
COc1ccccc1CNC(=O)CCS(=O)(=O)c1ccc2c(c1)CCCN2C(C)=O | -16 | 3
COc1cc(/C=N/NC(=O)CCNC(=O)c2ccccc2Cl)ccc1O | 5 | -13
CC(=O)Nc1ccc(NC(=O)C(=O)NCC(c2ccco2)N2CCc3ccccc32)cc1 (stereo not drawn) | -11 | 3
COc1cc(/C=N/NC(=O)c2ccccn2)ccc1OC(=O)c1cccs1 | -2 | 7
COc1ccc(OC(C)C(=O)Nc2ccc([N+](=O)[O-])cc2)cc1 (stereo not drawn) | 0 | -6
CC(OC(=O)c1ccc(O)cc1)C(=O)Nc1ccc(Oc2ccccc2)cc1 (stereo not drawn) | 16 | -2
Cn1cc(/C=N/NC(=O)c2cc3cc(Br)ccc3o2)c2ccccc21 | -7 | 6

Next structures follow:
SMILES | TAG inh | TAG inh DAPI viability
O=C1CCCc2c1ccc1ccccc21 | 2 | 4
COc1cccc(NC(=O)N2CCN(c3cccc(C)c3)C(C)C2)c1 (stereo not drawn) | 11 | -3
CC(=O)Nc1nc2ccccc2n1CCOc1ccccc1Cl | 8 | 2
Cc1ccc(-c2csc(NCCn3c(C(F)(F)F)nc4ccccc43)n2)cc1 | -20 | 6
O=C(N/N=C/c1ccc([N+](=O)[O-])cc1)c1cccs1 | -3 | 2
O=C(O)CSCC(=O)NC1CCCc2ccccc21 (stereo not drawn) | 2 | -9
Cc1ccnc2nc(C(=O)OCC(=O)N(CC(C)C)C3CCS(=O)(=O)C3)nn12 (stereo not drawn) | -16 | 8
CN(C(=O)c1ccc(S(=O)(=O)N2CCOCC2)cc1)C1CCS(=O)(=O)C1 (stereo not drawn) | -6 | 9
N[C@@H](CO)c1nnc([C@H](CC(=O)O)NC(=O)C2CCNCC2)o1 | -9 | 5
Cn1c(=O)c2c(ncn2CC(O)CO)n(C)c1=O (stereo not drawn) | 7 | -4
Cc1sc2nc(SCC(=O)N(C)C)[nH]c(=O)c2c1C | 5 | -6
CCCNC(=O)N1CCC(C(=O)c2ccc(Cl)cc2)CC1 | 44 | 3
C=CCNC(=S)NNC(=O)c1ccc([N+](=O)[O-])cc1 | -3 | 6
O=C(CN(c1ccc2c(c1)OCCO2)S(=O)(=O)c1ccccc1)NCc1ccco1 | -10 | -9
CC1(C(=O)NS(=O)(=O)c2cccc(OC(F)F)c2)CCN1C(=O)CC(c1ccccc1)c1ccccc1 (stereo not drawn) | -3 | 1

Ordered by count of non-hydrogen atoms (rising): 12 of the compounds above.
SMILES | TAG inh | TAG inh DAPI viability
O=C1CCCc2c1ccc1ccccc21 | 2 | 4
Cn1c(=O)c2c(ncn2CC(O)CO)n(C)c1=O (stereo not drawn) | 7 | -4
Cc1sc2nc(SCC(=O)N(C)C)[nH]c(=O)c2c1C | 5 | -6
CCCNC(=O)N1CCC(C(=O)c2ccc(Cl)cc2)CC1 | 44 | 3
N[C@@H](CO)c1nnc([C@H](CC(=O)O)NC(=O)C2CCNCC2)o1 | -9 | 5
Cn1cc(/C=N/NC(=O)c2cc3cc(Br)ccc3o2)c2ccccc21 | -7 | 6
CN(C(=O)c1ccc(S(=O)(=O)N2CCOCC2)cc1)C1CCS(=O)(=O)C1 (stereo not drawn) | -6 | 9
COc1cc(/C=N/NC(=O)c2ccccn2)ccc1OC(=O)c1cccs1 | -2 | 7
Cc1ccnc2nc(C(=O)OCC(=O)N(CC(C)C)C3CCS(=O)(=O)C3)nn12 (stereo not drawn) | -16 | 8
O=C(CN(c1ccc2c(c1)OCCO2)S(=O)(=O)c1ccccc1)NCc1ccco1 | -10 | -9
CC(=O)Nc1ccc(NC(=O)C(=O)NCC(c2ccco2)N2CCc3ccccc32)cc1 (stereo not drawn) | -11 | 3
CC1(C(=O)NS(=O)(=O)c2cccc(OC(F)F)c2)CCN1C(=O)CC(c1ccccc1)c1ccccc1 (stereo not drawn) | -3 | 1

Only part of the results is shown; count on the stated rates, not on these rows.
